Screens as filed in PubChem BioAssay.
HT1080 cytotoxicity = cytotoxicity in HT1080 fibrosarcoma cells, cell-based, fluorescence readout (AID 620); HT1080 viability, fluorescence; higher % means a stronger effect; cytotoxicity, % at 10 µM, or EC50 in µM where a hit was titrated; 87,000 compounds, 0.42% hits; in the data active means cytotoxicity above about 50%;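 further: cells exposed to compound overnight then 4 h with Alamar Blue; 0% = vehicle DMSO and 100% = killing control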
Active calls of the source: *.

SMILES	HT1080 cytotoxicity
O=C(NCC1CCCO1)c1cccc(F)c1 (configuration not stated)	6%
O=C(CSc1nc2ccccc2n1CC(=O)N1CCOCC1)N1CCCC1	5%
C=CCn1c(SCC(=O)N2CC(=O)Nc3ccccc32)nc2scc(-c3ccccc3)c2c1=O	9%
Brc1cccc(OCCn2ccnc2)c1	-8%
COc1ccc(NC(=O)CC2C(=O)N(c3ccc(OC)cc3)C(=O)N2C(C)C)cc1 (configuration not stated)	-6%
CCCCn1c(SCC(=O)NCCOC)nc2ccc(N3CCOCC3)cc2c1=O	-12%
COc1cccc(N2C(=O)CC(N3CCN(C(=O)c4ccco4)CC3)C2=O)c1 (configuration not stated)	-15%
O=C1/C(=C/c2cccnc2)Oc2cc(OS(=O)(=O)c3ccc(F)cc3)ccc21	-6%
O=c1c2c3c(sc2nc2n1CCCCC2)CCC3	4%
O=C(NCCO)c1nc2ccccc2s1	6%
Cc1onc(-c2ccccc2)c1C(=O)NCc1cccs1	-13%
CCCN1/C(=C2/SC(=S)N(CC)C2=O)C=Cc2ccccc21	12%

The final five compounds of the part before come first, to join the parts.
SMILES	HT1080 cytotoxicity
O=C1/C(=C/c2cccnc2)Oc2cc(OS(=O)(=O)c3ccc(F)cc3)ccc21	-6%
O=c1c2c3c(sc2nc2n1CCCCC2)CCC3	4%
O=C(NCCO)c1nc2ccccc2s1	6%
Cc1onc(-c2ccccc2)c1C(=O)NCc1cccs1	-13%
CCCN1/C(=C2/SC(=S)N(CC)C2=O)C=Cc2ccccc21	12%
c1ccc(COCCN2CCN(CCOCc3ccccc3)CC2)cc1	-6%
COc1ccc(S(=O)(=O)N2CCN(C(=O)c3c(-c4ccccc4)noc3C)CC2)cc1	-3%
O=S(=O)(c1ccccc1)c1nc(-c2ccccc2Cl)oc1NCCN1CCOCC1	-10%
Cc1cc(Nc2nc3ccccc3nc2Cl)n(-c2ccc([N+](=O)[O-])cc2)n1	4%
COc1cc2c(cc1OC)C(C(=O)NCc1ccco1)C1c3ccccc3CCN1C2=O (configuration not stated)	-1%
Cc1ccc(NC2=NCCCCC2)cc1	-8%
Cc1ccccc1OCCSc1nnc(C)n1-c1ccccc1	-1%
Cc1ccc(S(=O)(=O)NCC2CCC(C(=O)O)CC2)cc1 (configuration not stated)	-12%
COC(=O)[C@H](C)[C@H]1C[C@]1(C)[C@H](NC(=O)OCc1ccccc1)c1ccccc1	-14%
CCN1CCN(C(=O)c2ccc(CS(=O)(=O)Cc3ccccc3F)o2)CC1	0%
COc1ccc(NC(=O)/C(Cl)=C(/Cl)S(=O)(=O)Cc2ccc(C)cc2)cn1	19µM*
COc1ccc(OC)c(S(=O)(=O)Nc2cccnc2)c1	3%
CC1=NOC(=O)/C1=C\c1ccc(-c2cccc(Cl)c2)o1	-4%
COc1ccc(-c2csc(NC(=O)c3cccc(S(=O)(=O)N4CCN(C)CC4)c3)n2)cc1	-9%
CCOCCCNC(=O)CNC(=S)N(Cc1ccccc1F)C1CCCCC1	28%
CC(=O)c1ccc(Oc2cc(C)nc(NCc3ccccc3)n2)cc1	-1%
N#Cc1cc2c(nc1SCC(O)CS(=O)(=O)Cc1ccc(Cl)cc1)CCCC2 (configuration not stated)	4%
CCOC(CNC(=O)c1cc(C)nn1-c1ccccc1)OCC	10%
O=C(NNC1=C(C(=O)C(F)(F)F)CCC1)c1cccc(O)c1	7%
COCCCNC(=O)Cn1cc(C(=O)c2cccs2)c2ccccc21	2%
CCOc1ccc(-c2c[n+](=O)c3c(n2[O-])CCCC3)c(OCC)c1	-8%
O=C(OCCNC(=O)c1ccc2ccccc2n1)c1ccc(F)cc1	-8%
O=C(CN1CCC(C(=O)c2ccc(F)cc2)CC1)Nc1ccc(F)cc1	-4%
c1csc(C2=Nn3c(nnc3-c3ccncc3)SC2)c1	43%
CN=C(C)c1c(O)c2ccccc2oc1=O	29%
CCOC(=O)CC(=O)CSc1nc2c(cc1C#N)CCC2	-12%
CCOC(=O)CN(C(=O)CSc1nnc(-c2ccncc2)n1CCCOC)c1ccccc1	-14%
c1ccc2sc(C3CCN(Cc4nnnn4Cc4ccc5c(c4)OCO5)CC3)nc2c1	7%
O=C(Nc1cccc(Cl)c1)N1CCCC1	-3%
COc1cc(OC)c(OC)cc1NC(=O)CC1COc2ccccc2O1 (configuration not stated)	-2%
O=C(NC1CCCC1)C1CCC(=O)N1CCc1ccccc1 (configuration not stated)	7%
CN(C)S(=O)(=O)c1ccc(C(=O)N(c2ccccn2)c2ccccn2)cc1	1%
Cc1ccc(/C=N\Nc2cn[nH]c(=O)c2Cl)cc1	-5%
Cc1cc(NC(=O)CSc2nnc(Cc3ccccc3)n2C)no1	0%
CCOc1ccc(S(=O)(=O)NCCSc2ccccc2)cc1	-2%
CCOc1cc2[nH]c(=O)n(CCC(=O)NCc3ccc(OC)cc3)c(=O)c2cc1OCC	7%

Next section, overlapping the part above by five compounds.
SMILES	HT1080 cytotoxicity
CN(C)S(=O)(=O)c1ccc(C(=O)N(c2ccccn2)c2ccccn2)cc1	1%
Cc1ccc(/C=N\Nc2cn[nH]c(=O)c2Cl)cc1	-5%
Cc1cc(NC(=O)CSc2nnc(Cc3ccccc3)n2C)no1	0%
CCOc1ccc(S(=O)(=O)NCCSc2ccccc2)cc1	-2%
CCOc1cc2[nH]c(=O)n(CCC(=O)NCc3ccc(OC)cc3)c(=O)c2cc1OCC	7%
CCc1ccc(C2CC(c3ccc(Cl)cc3)=NNC2=O)cc1 (configuration not stated)	-7%
CC(C)OC(=O)c1ccc(NC(=O)Cn2c(-c3nonc3N)nc3ccccc32)cc1	4%
COc1cc(S(=O)(=O)N2CCCCC2)ccc1NC(C)=O	3%
CCCc1cc2c(n1Cc1ccc(OC)cc1)C(C)C1CN(C(=O)c3ccccc3)C(C)(C(=O)OC)C21 (configuration not stated)	-7%
Clc1ccc(Cn2ncc3c(NCc4ccccc4)ncnc32)cc1	35%
O=C(C1CC(c2ccccc2O)=NO1)N1CCCCC1 (configuration not stated)	0%
CN1CCN(C(=O)NC2CCCCC2)CC1	-1%
CC(C)C1Oc2ccccc2N(CC(=O)N(Cc2ccccn2)C2CC2)C1=O (configuration not stated)	-3%
CN1CCN(C(=O)c2ccccc2N(Cc2ccccc2)S(=O)(=O)c2ccccc2)CC1	-20%
CC(C)OC(=O)c1cccc(C(=O)Oc2ccc(Br)cc2)n1	-14%
CCOc1ccc2nc(NC(=S)NCc3ccccc3)sc2c1	6%
CCOC(=O)c1cc(-c2ccccc2)nc2c1c(C)nn2-c1ccccn1	-15%
Clc1nc(NCc2cccnc2)nc(N2CCOCC2)n1	4%
CCC1CCCCN1S(=O)(=O)c1ccc(NC(=O)c2cccs2)cc1 (configuration not stated)	7%
CCCc1nnc(NC(=O)CCCN2C(=O)c3ccccc3C2=O)s1	-12%
Cc1cc(NC(=O)CSc2nc3c(sc4ccccc43)c(=O)n2CCc2ccccc2)n[nH]1	8%
CCc1nc2c(nnn2Cc2ccc(F)cc2)c(=O)[nH]1	-18%
CC(C)(C)C(=O)NCCCc1ccccc1	1%
O=C(Nc1ccc2c(c1)C(=O)N(c1ccccc1)C2=O)C1CCCO1 (configuration not stated)	0%
COc1ccc(Br)cc1CNC(=O)Nc1cccs1	-12%
O=c1c(-c2ccc(Oc3ccccc3)cc2)[n+]([O-])c2ccccc2n1OCc1ccccn1	-20%
COCc1[nH][nH]c(=O)c1C=Nc1ccc(Cl)cc1	-2%
[O-][n+]1c2c(c3c4non(O)c4ccc31)CCCC2	11%
Cc1cccc(N(CC(=O)NCCC2=CCCCC2)S(C)(=O)=O)c1C	6%
Cc1ccc(-n2c(C)c([N+](=O)[O-])c3ccc(O)c(CN(C)C)c32)cc1	4%
Cc1c(NS(=O)(=O)c2cccc(C(=O)NCc3ccc(Cl)cc3)c2)c(=O)n(-c2ccccc2)n1C	-16%
CN1C(=S)SC(N(O)C=C2C=CC(=O)C=C2)C1(C)C (configuration not stated)	0%
N=c1c2c(n(Cc3cccc(Cl)c3)c3c1CCC3)CCCC2	-4%
CN1C(=O)N(C)C2(c3ccccc3)Nn3c(s/c(=C/c4ccccc4)c3=O)=NC12c1ccccc1 (configuration not stated)	-1%
CCCc1cc(NCCCN2CCOCC2)n2c(nc3ccccc32)c1C#N	-6%
Cc1ccc(C2N(C)c3ccccc3-c3nc4ccccc4n32)o1 (configuration not stated)	-8%
CS(=O)(=O)N1CCN(c2ccccc2NC(=O)c2ccc(-c3ccc(Br)cc3)o2)CC1	-14%
CC1CCN(c2ccccc2NC(=S)NC(=O)c2ccc(-c3cccc([N+](=O)[O-])c3)o2)CC1	-10%
COc1cccc(NC(=O)CSc2nnc(-c3ccoc3C)n2-c2ccccc2)c1	-2%
Cc1cccc(OCCn2c(=S)[nH]c3ccccc32)c1	7%
COc1ccc(C(=O)c2cc3ccc(O)cc3oc2=O)cc1	-6%

4 entries out of the list, ordered by number of heavy atoms, rising.
SMILES	HT1080 cytotoxicity
Cc1cccc(OCCn2c(=S)[nH]c3ccccc32)c1	7%
N=c1c2c(n(Cc3cccc(Cl)c3)c3c1CCC3)CCCC2	-4%
Cc1ccc(C2N(C)c3ccccc3-c3nc4ccccc4n32)o1 (configuration not stated)	-8%
CCCc1cc(NCCCN2CCOCC2)n2c(nc3ccccc32)c1C#N	-6%

The list goes on.
SMILES	HT1080 cytotoxicity
O=C(NC1CCCCC1)c1cccc(COCC(F)(F)F)c1	8%
CC(=O)N1[C@H](C)C=C[C@]1(Cc1ccccc1)C(=O)NCc1cc(F)cc(C(F)(F)F)c1	-8%
O=C(COC(=O)c1n[nH]c2ccccc12)NC(=O)NC1CCCC1	7%
CCCc1nc(NCC2CCCO2)c2nnn(Cc3ccccc3)c2n1 (configuration not stated)	5%
O=C(C1CCCCC1)N1CCCc2ccccc21	-28%
CCn1nccc1C(=O)Nc1ccc(S(=O)(=O)NC23CC4CC(CC(C4)C2)C3)cc1	19%
O=C(COC(=O)CCc1ccc(S(=O)(=O)N2CCOCC2)cc1)Nc1ncc(C(F)(F)F)cc1Cl	30%
O=C(NCCC1=CCCCC1)c1ccc2c(c1)N(Cc1ccccc1)C(=O)CS2	-30%
Cc1c(C)n(C(=O)CSc2nc3ccccc3[nH]2)c2ccccc12	-5%
COC(=O)[C@@]1(Cc2ccccc2)[C@H]2c3cc(C(=O)N4CCCC4)n(Cc4ccccn4)c3C[C@H]2CN1C(=O)c1ccccc1	-14%
O=C(NC1CCCCC1)c1ccc(S(=O)(=O)N2CCCC2)cc1	-4%
CC1CN(C2CCN(C(=O)COc3ccc(Cl)cc3)CC2)CC(C)O1 (configuration not stated)	-7%
Cc1ccc(C(c2nnnn2CCc2ccccc2)N2CCC(C)CC2)cc1 (configuration not stated)	11%
CC1=CC(C)(C)N2C(=O)C3(C(C#N)=C(N)Oc4cc(C)oc(=O)c43)c3cc(C)cc1c32 (configuration not stated)	-13%
Cc1ccc(C(=O)NCc2ccccn2)c(Cl)c1	-8%
O=C(NCCCO)C12CC3CC(CC(C3)C1)C2	-11%
CCN(CC(=O)Nc1ccccc1OC)C(=O)Cn1cnc2ccccc2c1=O	-8%
NC(=O)C1(N2CCCCC2)CCN(c2nc(-c3ccc(Br)cc3)cs2)CC1	-1%
COc1ccc(CN2CCC(C(=O)NCCc3ccc(OC)c(OC)c3)CC2)c(OC)c1	-9%
Cc1sc2ncnc(NCc3cccs3)c2c1C	-10%
CCc1ccc(NC(=O)C(=O)NCCN2CCN(C(=O)c3ccco3)CC2)cc1	14%
CCOc1ccc(NC(=O)CCNS(=O)(=O)c2ccc(Br)s2)cc1	-12%
COc1ccccc1NC(=O)CCN1CCN(Cc2ccccc2)CC1	15%
CCOc1ccc(N2C(=O)c3ccccc3C2=O)cc1	-2%
NC(=O)c1c(NC(=O)c2ccco2)sc2c1CCC2	0%
CCN(CC)C(=O)C1CCN(S(=O)(=O)c2cccc3nonc23)CC1	-6%
Cc1cc(Nc2ccccc2)nn1C(=O)c1ccc([N+](=O)[O-])cc1	-3%
CC(/C=C/c1ccc2c(c1)OCO2)=N\NC(=O)c1cccc([N+](=O)[O-])c1	6%
O=C(CC1Sc2ccccc2NC1=O)OC(C(=O)NCCc1ccccc1)c1cccnc1 (configuration not stated)	-4%
CCc1ccc(C(=O)/C=C/c2ccc([N+](=O)[O-])o2)cc1	-13%
CCC/C=C(\CCC)C(NC(=O)c1ccc(C(F)(F)F)cc1)c1ccc(C(F)(F)F)cc1 (configuration not stated)	-4%
CC1(C)Cc2c(c(N3CCOCC3)nc3snc(NC(=O)c4ccccc4)c23)CO1	-13%
O=C(O)c1cc(NCc2ccc(F)cc2)ccc1N1CCOCC1	0%
Cc1cccc(NC(=O)C2CCCN2C(=O)Oc2ccccc2)c1 (configuration not stated)	-16%
Cc1ccc(N2C(=O)CC(n3ccnc3)C2=O)cc1C (configuration not stated)	-12%
O=C(CN(CC1CCCO1)C(=O)CCC(=O)Nc1nccs1)NCc1ccccc1 (configuration not stated)	4%
COC(=O)c1cc2ccccc2oc1=O	-8%
O=C(O)CN(CC(=O)O)CC(=O)O	4%
CCn1c(Cc2cccs2)nnc1SCC(=O)c1ccc(C)cc1	-10%
Cc1cc(C)n(-c2ccc(C(=O)Nc3ccc4c(c3)OCO4)cc2)n1	-6%
Cc1ccc2c(c1)nnn2C1CCN(C(=O)C23CC4CC(CC(C4)C2)C3)CC1	10%
O=C(c1cc2cc(Br)ccc2oc1=O)N1CCCC1	-1%
COc1ccc(Cl)cc1C(=O)N1CCN(c2ccccn2)CC1	-12%
Cc1cc(OCCOc2cccc3cccnc23)cc(C)c1Cl	-11%
Cc1ccc(C)c(C2=CSC3=NS(=O)(=O)CCN23)c1	18%
CCN(CC)c1c2c(c(C#N)c3nc4ccccc4n13)CCC2	-18%
Cc1cccc(NS(=O)(=O)c2cccc3nsnc23)c1	14%
COC(=O)CSc1snnc1-c1ccc(Cl)c(Cl)c1	-1%
CCCCn1nnnc1NCc1ccc(N(CC)CC)cc1	-7%
CC(=O)c1ccc(NC(=S)NC(NC(=O)c2ccco2)C(Cl)(Cl)Cl)cc1 (configuration not stated)	-1%

Look-ups from the entries so far.
HT1080 cytotoxicity, O=C(c1cc2cc(Br)ccc2oc1=O)N1CCCC1 : -1%
HT1080 cytotoxicity, Cc1ccc2c(c1)nnn2C1CCN(C(=O)C23CC4CC(CC(C4)C2)C3)CC1 : 10%

Only part of the results is shown; rates above refer to the full screens.
